# PKA-R1A activ = activates the PKA-R1A holoenzyme complex. PKA-R1A dissociation, Cy5-IP20 fluorescence polarization; scaled: DMSO 0%, 113 µM cGMP 100%. activation, % at 11.4 µM. 340,000 compounds, 0.083% hits. AID 504707;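 active = percent activation above the mean of all tested compounds plus 3 SD, cut at about 19% in these data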;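 note: higher means more PKAc released from R1A so a rise in polarization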
# DAGLB inh = blocks human DAGLB lipase activity | 340,000 compounds, 0.059% hits | HEK293T DAGLB membrane lysate, EnzChek fluorogenic substrate | AID 504411 | inhibition, % at 5.17 µM; in the data active = inhibition above about 34%;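 note: 0% = enzyme with vehicle and 100% = wells lacking enzyme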
# Target sequence (Q8NCG7 whole entry, looked up): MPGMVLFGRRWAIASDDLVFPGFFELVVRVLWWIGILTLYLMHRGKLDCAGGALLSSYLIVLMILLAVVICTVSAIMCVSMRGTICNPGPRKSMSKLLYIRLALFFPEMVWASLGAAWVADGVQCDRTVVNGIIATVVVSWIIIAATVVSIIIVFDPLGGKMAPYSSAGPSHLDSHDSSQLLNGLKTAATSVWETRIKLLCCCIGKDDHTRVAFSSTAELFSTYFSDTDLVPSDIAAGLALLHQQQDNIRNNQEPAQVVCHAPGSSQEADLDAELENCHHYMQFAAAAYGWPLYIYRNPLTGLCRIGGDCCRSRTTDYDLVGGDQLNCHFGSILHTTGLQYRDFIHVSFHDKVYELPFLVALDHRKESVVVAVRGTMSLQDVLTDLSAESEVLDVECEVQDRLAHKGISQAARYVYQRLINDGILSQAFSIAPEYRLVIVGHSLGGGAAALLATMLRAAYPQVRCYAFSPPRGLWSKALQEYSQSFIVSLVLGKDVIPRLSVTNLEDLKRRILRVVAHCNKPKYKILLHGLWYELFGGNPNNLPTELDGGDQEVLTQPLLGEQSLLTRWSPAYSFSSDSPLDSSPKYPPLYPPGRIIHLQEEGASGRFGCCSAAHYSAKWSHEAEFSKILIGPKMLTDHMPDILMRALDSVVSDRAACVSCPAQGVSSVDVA
# PKA-R2B activ = activators of human PKA-R2B complex. P22694+P31323. PKA-R2B holoenzyme dissociation, Cy5-IP20 fluorescence polarization; R2B truncated from residue 108, S112A mutant; 0% DMSO only, 100% 113 µM cGMP. activation, % at 11.4 µM. 340,000 compounds, 0.079% hits;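 active = activation above a cutoff set at the mean over all compounds plus 3 SD, cut at about 18% in these data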;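 note: higher means more holoenzyme dissociation and a rise in polarization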
# Target sequence (P31323 whole entry, looked up, other chains not shown, the tested form may be a part): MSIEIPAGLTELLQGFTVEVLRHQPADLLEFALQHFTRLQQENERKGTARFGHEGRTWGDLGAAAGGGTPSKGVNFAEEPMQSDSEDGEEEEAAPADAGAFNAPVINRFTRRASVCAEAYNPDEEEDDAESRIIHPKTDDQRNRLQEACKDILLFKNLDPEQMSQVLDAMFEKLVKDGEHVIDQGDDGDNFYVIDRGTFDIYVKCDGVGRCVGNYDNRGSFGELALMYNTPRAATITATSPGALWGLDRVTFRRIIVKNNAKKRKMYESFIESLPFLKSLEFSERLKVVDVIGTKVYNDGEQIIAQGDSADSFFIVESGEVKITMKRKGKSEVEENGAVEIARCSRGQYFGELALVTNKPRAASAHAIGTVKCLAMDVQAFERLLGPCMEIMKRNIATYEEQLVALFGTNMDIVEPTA
# phage Ecoli inh = E. coli growth loss with phage present; growth absorbance; inhibition, % at 11.9 µM; 360,000 compounds, 0.26% hits; in the data active = inhibition above about 11%
# Starred values were filed as active, the others as inactive. Only part of the results is shown; the hit share may differ from the screen's.
SMILES,PKA-R1A activ,DAGLB inh,PKA-R2B activ,phage Ecoli inh
Cc1ccc(NC(=S)/C(C#N)=C2/Nc3ccccc3S2)cc1,-5,14,-6,2.6
CCCCN1CC(C)(C)[C@H](CC(=O)NC)C1=O,-11,-1,-5,3.7
CC(C)COC(=O)N(C)C[C@@H]1OCc2cnnn2CCCC(=O)N([C@@H](C)CO)C[C@H]1C,-5,0,10,4.4
C#CCn1cc2c(c1-c1ccccc1)c(=O)n(C)c(=O)n2C,-2,0,-2,1.2
N#Cc1ccc2c(=O)n(-c3ccccc3)sc2c1,-9,3,2,7.3
C[C@H](CO)N1C[C@H](C)[C@H](CN(C)C(=O)Nc2ccc(F)cc2)OCc2ccccc2-c2c(n(C)c3ccccc23)C1=O,-9,-3,-2,0.1
C[C@H](CO)N1C[C@H](C)[C@H](CN(C)C(=O)c2ccccn2)Oc2cc(C#Cc3ccc(F)cc3)ccc2S1(=O)=O,-12,-2,6,1.9
CCOC(=O)CNC(=O)CSc1nc(C(C)C)nc2c1cnn2-c1ccccc1,4,-4,-4,3.1
CCOCCCNC(=O)Cn1nc(-c2ccc(OC)c(OC)c2)ccc1=O,3,-1,-3,1.9
COc1ccc(S(=O)(=O)N2CCN(Cc3ccccc3OC)CC2)cc1,-6,-5,4,2.7
CC(C)NC(=O)Nc1ccc2c(c1)C(=O)N([C@H](C)CO)C[C@H](C)[C@@H](CN(C)Cc1ccc(C(F)(F)F)cc1)OCCCC[C@H](C)O2,3,-5,-2,0.6
O=C(OCc1cn([C@H]2CN(Cc3cccs3)[C@@H](c3ccccc3)C[C@@H]2O)nn1)c1ccccc1,-6,-4,1,3.4
CCC/C=C/c1ccc(CN2C(C(C)C)C(=O)N(Cc3cn(Cc4ccco4)nn3)CCS2(=O)=O)cc1 (centres undefined),-14,1,-10,-4.4
O=C(COC(=O)CCNS(=O)(=O)c1ccc(Cl)cc1)NCc1ccccc1,4,-2,6,0.9
Nc1cc(C(=O)N2CCN(c3cccc(Cl)c3)CC2)ccc1N1CC2CC(C1)c1cccc(=O)n1C2 (centres undefined),-11,2,-7,-1.0
O=C(Nc1ccn(CCCNCc2cccc3ccccc23)c(=O)n1)OCc1ccccc1,-5,2,-1,4.6
O=C(CSc1ccc(Cl)cc1)NC1CC1,-1,2,2,4.0
CCCC1NC(=O)c2cccnc2-n2c1nc1ccccc1c2=O (centres undefined),-1,-5,3,3.2
CCN(CC)C(=O)c1nc(-c2cccc3ccccc23)no1,0,-9,-11,2.3
O=S(=O)(c1ccccc1)C(Br)S(=O)(=O)c1ccccc1,1,-4,6,1.1
CNC(=O)C1CN(C(=O)c2cccc(S(=O)(=O)N3CCc4ccccc43)c2)c2ccccc2O1 (centres undefined),-15,2,2,4.8
CCN(CC)c1ccc(/C=N/NC(=O)c2nnn(-c3nonc3N)c2CN(C)C2CCCCC2)cc1,1,3,-1,3.8
C[C@H]1CN([C@@H](C)CO)C(=O)CCCn2nncc2CO[C@H]1CN(C)S(C)(=O)=O,1,-3,7,1.0
CC(=O)Nc1ccc(Cl)cc1C(=O)c1ccc[nH]1,5,0,4,-0.5
COc1cccc(/C=C/C(=O)OCC(=O)c2ccc[nH]2)c1,-5,-1,1,0.9
O=C(COC(=O)c1ccc(S(=O)(=O)N2CCCCC2)cc1)NC1CCCCC1,-11,1,-4,6.0
Cc1cc(C)n(C(N)=NC(=O)c2ccccc2)n1,-3,-5,11,-0.3
CC1=C(C(=O)N(C)C)CC(CC(=O)NC2CC2)C(=O)N1Cc1ccccc1 (centres undefined),4,-1,-5,-1.4
CCCCN1C(=O)C(CC(=O)NCCN2CCOCC2)CC(C(=O)N(CC)CC)=C1C (centres undefined),-5,1,-5,4.5
C[C@@H]1CN([C@H](C)CO)C(=O)c2c(c3ccccc3n2C)-c2ccccc2CO[C@H]1CN(C)Cc1cccc(C(=O)O)c1,0,3,-5,3.1

# Taken from above for reference:
SMILES,PKA-R1A activ,DAGLB inh,PKA-R2B activ,phage Ecoli inh
CCCCN1C(=O)C(CC(=O)NCCN2CCOCC2)CC(C(=O)N(CC)CC)=C1C (centres undefined),-5,1,-5,4.5
C[C@@H]1CN([C@H](C)CO)C(=O)c2c(c3ccccc3n2C)-c2ccccc2CO[C@H]1CN(C)Cc1cccc(C(=O)O)c1,0,3,-5,3.1

# Next section:
SMILES,PKA-R1A activ,DAGLB inh,PKA-R2B activ,phage Ecoli inh
COc1ccc(-c2ccc3c(c2)O[C@@H](CN(C)C(=O)c2ccccc2F)[C@@H](C)CN([C@@H](C)CO)S3(=O)=O)cc1,0,0,-7,3.1
Nc1c(Br)cc(Br)c2c1[nH]c(=O)c1ccccc12,-6,8,0,3.5
CN(Cc1cnn(-c2ccccc2)c1)C(=O)c1cccc(S(=O)(=O)N(C)c2ccccc2)c1,6,-3,-4,0.3
O=C(NCC1CCCO1)c1ccc(Cl)c(NS(=O)(=O)c2ccc(F)cc2)c1 (centres undefined),1,1,1,5.1
Cc1ccc(SCc2c(C(=O)N/N=C/c3ccc(C)o3)nnn2-c2nonc2N)cc1,3,-5,-10,3.3
COc1ccccc1CNC(=O)C(=O)NCC1CCCN1S(=O)(=O)c1cc(C)ccc1C (centres undefined),-4,-2,1,2.1
COCn1ccnc1C(=O)c1ccco1,6,3,1,4.1
COc1ccc(NC(=O)N(C)C[C@H]2OCc3cnnn3CCCC(=O)N([C@H](C)CO)C[C@@H]2C)cc1,-3,0,-1,-0.4
Cc1noc(C)c1C(=O)N(C)C[C@@H]1OCc2ccccc2-c2c(n(C)c3ccccc23)C(=O)N([C@H](C)CO)C[C@H]1C,8,-2,-2,0.9
COc1ccccc1CN1CC(C(=O)NCC2(O)CCCCC2)CCC1=O (centres undefined),-1,0,-1,3.0
C[C@H](CO)N1C[C@H](C)[C@@H](CN(C)C(=O)c2ccccn2)Oc2cc(Br)ccc2S1(=O)=O,-8,1,-1,1.3
CCc1noc(C)c1C(=O)N1CCN(c2ccc([N+](=O)[O-])cc2)CC1,2,5,7,0.2
COCCN(C(=O)COC(=O)c1ccc(Br)o1)c1c(N)n(Cc2ccccc2)c(=O)[nH]c1=O,1,-3,1,1.0
COc1ccccc1N1CCN(CCS(=O)(=O)c2cc(Cl)ccc2Cl)CC1,-8,2,-7,2.3
CNC(=O)C[C@H]1C(=O)N(Cc2ccccc2)C[C@@H]1CSC,-13,-3,-9,1.3
C[C@@H]1CN([C@@H](C)CO)C(=O)CCCn2nncc2CO[C@@H]1CN(C)C(=O)Nc1ccc(C(F)(F)F)cc1,-1,4,6,0.4
C/C(COc1ccccc1)=N\NC(=O)c1nnn(-c2nonc2N)c1-c1ccc(C)cc1,-10,-4,-17,3.5
CNS(=O)(=O)c1ccc(CNC[C@H]2O[C@@H](n3ccc(N)nc3=O)[C@H](O)[C@@H]2O)cc1,6,-1,-7,3.9
CCCCN1C(=O)C(CC(=O)NCCN2CCOCC2)CC(C(=O)N2CCOCC2)=C1C (centres undefined),-12,0,-4,3.6
CCCC1NC(=O)c2cccnc2-n2c1nc1ccc(OC)cc1c2=O (centres undefined),-6,-2,7,0.9
O=C(OCc1ccccc1)N1CCC2CC1c1cc(N3CCN(S(=O)(=O)c4cccc(C(F)(F)F)c4)CC3)ccc12 (centres undefined),3,-16,4,-1.9
Cc1cc(C)cc(-n2ncc3c2CCCC3NC(=O)c2ccccc2)c1 (centres undefined),12,-2,2,1.0
Cc1noc(C)c1S(=O)(=O)Nc1ccc2c(c1)C(=O)N([C@@H](C)CO)C[C@H](C)[C@@H](CN(C)Cc1ccc(C(F)(F)F)cc1)OCCCC[C@H](C)O2,-15,-6,-7,1.0
C[C@@H]1CN([C@H](C)CO)C(=O)c2c(c3ccccc3n2C)-c2ccccc2CO[C@H]1CN(C)Cc1ccc(Oc2ccccc2)cc1,-1,-4,-12,5.3
c1ccc(N=C2SCCCS2)cc1,10,-6,-6,1.0
Cc1ccc(-c2nc(SC(C)C(=O)NC3CC3)n[nH]2)cc1 (centres undefined),-5,0,9,2.8
O=C(CC1CC2CCC1C2)N1CCN(S(=O)(=O)c2ccc(F)cc2)CC1 (centres undefined),-9,-3,-2,1.2
Cc1ccc(S(=O)(=O)NN=Cc2c(O)ccc3ccccc23)cc1,4,1,-9,1.6
CC(C)NC(=O)N(C)C[C@H]1OCCCC[C@@H](C)Oc2ccc(NC(=O)C3CCCCC3)cc2C(=O)N([C@H](C)CO)C[C@@H]1C,7,-4,3,2.0
CC1(C)CC(=O)C=C(c2ccc(-c3cccc(C(N)=O)c3)cc2)C1=O,5,2,0,4.4

# Shown with two lines to a compound: entries from further up.
# Each structure is followed by: PKA-R1A activ, DAGLB inh, PKA-R2B activ, phage Ecoli inh
> COc1ccccc1CN1CC(C(=O)NCC2(O)CCCCC2)CCC1=O (centres undefined)
  -1, 0, -1, 3.0
> C[C@H](CO)N1C[C@H](C)[C@@H](CN(C)C(=O)c2ccccn2)Oc2cc(Br)ccc2S1(=O)=O
  -8, 1, -1, 1.3
> CCc1noc(C)c1C(=O)N1CCN(c2ccc([N+](=O)[O-])cc2)CC1
  2, 5, 7, 0.2
> COCCN(C(=O)COC(=O)c1ccc(Br)o1)c1c(N)n(Cc2ccccc2)c(=O)[nH]c1=O
  1, -3, 1, 1.0
> COc1ccccc1N1CCN(CCS(=O)(=O)c2cc(Cl)ccc2Cl)CC1
  -8, 2, -7, 2.3
> CNC(=O)C[C@H]1C(=O)N(Cc2ccccc2)C[C@@H]1CSC
  -13, -3, -9, 1.3
> C[C@@H]1CN([C@@H](C)CO)C(=O)CCCn2nncc2CO[C@@H]1CN(C)C(=O)Nc1ccc(C(F)(F)F)cc1
  -1, 4, 6, 0.4

# Other structures.
SMILES,PKA-R1A activ,DAGLB inh,PKA-R2B activ,phage Ecoli inh
O=[N+]([O-])c1cccc(C2Nc3ccccc3CO2)c1 (centres undefined),1,-7,-5,1.6
CCC(C)N(C(=O)COC(=O)c1ccc(N)c([N+](=O)[O-])c1)C1CCS(=O)(=O)C1 (centres undefined),-2,1,-5,1.6
COc1cccc(CNC(=O)c2ccc(F)c(S(=O)(=O)N3CCCCC3)c2)c1,-3,-4,-3,0.2
COc1ncnc2c1ncn2CCCNCc1ccc(C)o1,-1,-1,-3,2.2
CSc1ccccc1OCc1cc(C(=O)NCC(C)Oc2cccnc2)no1 (centres undefined),-1,1,-1,3.2
CC(=O)c1ccc(S(=O)(=O)NCCOc2ccccc2)cc1,1,-1,1,5.5
COc1ccc(-c2cnc3c(c2)C(=O)N([C@H](C)CO)C[C@H](C)[C@H](CN(C)C(=O)Cc2cccnc2)O3)cc1,-9,1,-3,4.2
Cc1cccc(CNC(=O)C2CCC(=O)N(CCCc3ccccc3)C2)c1 (centres undefined),-1,1,4,0.0
COc1ccc(NC(=O)N(C)C[C@@H]2Oc3cc(Br)ccc3S(=O)(=O)N([C@H](C)CO)C[C@H]2C)cc1,1,0,-7,4.4
C[C@H]1Cn2cnc(C(=O)Nc3ccccc3)c2C(=O)N1,-10,0,-6,2.5
CCOC(=O)c1oc2ccccc2c1COC(=O)CNC(=O)c1ccccc1F,-1,-1,-3,6.8
CCCCCCn1c(=O)n2n(c1=O)C[C@]1(OC(=O)NC3CCCC3)CN(S(=O)(=O)c3ccc(C)cc3)C[C@]1(O)C2,-9,-1,3,-1.7
O=C(CCNC(=O)C1CCN(S(=O)(=O)c2ccc(F)cc2)CC1)NCc1ccccn1,11,-2,3,-0.6
COc1ccc(-c2ccc(SCC(=O)NC3CCCC3)nn2)cc1,-14,1,-2,4.5
COc1ccc(OC)c2c1C(=O)CC2C (centres undefined),-7,2,-5,0.9
CC(=O)NC(=Cc1ccccc1)C(=O)N1CCCC1C(=O)O (centres undefined),-6,-2,1,0.7
CC1C(=O)N(Cc2cn(CC3CCCCC3)nn2)CCS(=O)(=O)N1Cc1ccc(-c2cccc(N(C)C)c2)cc1 (centres undefined),-4,1,-1,4.5
O=C(NCc1ccco1)c1ccc(OC2CCN(Cc3ccccn3)CC2)cc1,-2,-2,9,4.2
Cc1ccc(C)c(NC(=O)COC(=O)c2ccc(S(=O)(=O)N3CCCC3)cc2)c1,-3,2,3,2.6
CCSCC(C)(C)n1[nH]c2ccccc2c1=O,4,-1,-2,6.6
CCCCN1C(=O)C(CC(=O)NC(c2ccccc2)c2ccccc2)CC(C(=O)N(C)C)=C1C (centres undefined),-6,2,3,0.7
COc1ccc([C@H]2CN(c3ccc(OC)cc3)C(=O)[C@@H]2CC(=O)Nc2ccc(Br)cc2)cc1,-1,2,7,5.8
O=C(Nc1ccc2c(c1)[C@@H]1C[C@@H](CC(=O)N3CCOCC3)O[C@@H](CO)[C@@H]1O2)NC1CCCC1,8,0,-2,2.1
Cc1ccc(NC(=O)CN(C)C(=O)COC(=O)COc2cc(C)cc(C)c2)cc1,0,-1,-13,2.0
O=C(NC(=S)Nc1cc(Cl)ccc1Cl)c1ccco1,9,-8,0,1.6
O=C(c1cc(C2CC2)nn1-c1ccccc1)N1CCN(S(=O)(=O)c2ccc(F)cc2)CC1,3,-3,-1,0.8
CCn1c(CN2CCC(C)CC2)nc2cc(S(=O)(=O)N3CCCCC3)ccc21,-5,-4,1,0.6
O=C(O)C1=C(C(=O)O)C2CCC1C2,8,-2,19*,-0.5
O=[N+]([O-])c1ccc(CN2CC(N3CCN(CCO)CC3)CS2(=O)=O)cc1 (centres undefined),1,-2,2,2.7

# Compound activity deposited in PubChem BioAssay by The Scripps Research Institute Molecular Screening Center.
